Source: PubChem BioAssay (several laboratories)
T cell HTS: modulates CD8 T cell binding to vesicles | 2C CD8+ T cell-vesicle binding, flow cytometry; hits give low values | calls only at 7 µM | 330,000 compounds, 0.068% hits | AID 2052;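 active means response, share of CD8 T cells binding vesicles, and their 90th percentile fluorescence all below set limits, cut at about 80% in these data, passing the limit was not always enough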
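System: murine 2C transgenic CD8+ T lymphocytes; also added: QL9-loaded Drosophila micro-vesicles; times: binding 1.5 h at 37 °C; measured by: flow cytometry, PE anti-B7-1 (FL2) versus Alexa647 anti-CD8 (FL8), PFA-fixed; control set: Peptide-free naked vesicles (low) and QL9 vesicles with 0.7% DMSO vehicle (high)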
bCat nuc transl: beta-catenin nuclear translocation modulation; HeLa beta-catenin nuclear translocation, immunofluorescence imaging; nuclear translocation activity, % at 5 µM; 190,000 compounds, 0.3% hits;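 active means nuclear translocation activity above 50% at 5 µM, with a well cell count of 50 or more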;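 further: per-cell ratio of nuclear to cytoplasmic median beta-catenin stain intensity; plate controls were DMSO negative control for no effect and GSK-3 inhibitor IX positive control for full effect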
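Test system: human HeLa cells, native beta-catenin. Compound dosing: 5 µM primary single dose, 0.1% DMSO, 0.02–20 µM confirmation series. Incubation: compound exposure 24 h at 37°C. Detection: beta-catenin immunostaining with DAPI counterstain, 20x imaging, 6 fields/well. Read-out basis: Nuclear/cytoplasmic beta-catenin signal ratio, % activation.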
P. falciparum M1AAP: P. falciparum M1AAP inhibitors, biochemical, fluorogenic H-Leu-NHMec substrate, 1536-well (AID 1445) | recombinant M1AAP, H-Leu-NHMec fluorogenic kinetic assay; higher % means a stronger effect | one-dose inhibition, % at 30 µM; IC50 in µM for titrated hits | 220,000 compounds, 0.42% hits;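 active means primary inhibition above the hit cutoff, then over 50% inhibition at one or more dose response concentrations, cut at about 23% in these data, passing the limit was not always enough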;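 further: plate controls were DMSO full reaction for no effect and no enzyme background for full effect; strong numbers were not always called active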
Dynein cargo inh: blocks dynein driven cargo transport along microtubules; 3617.4 mouse cells, GR-EGFP nuclear translocation imaging; test concentration mostly 20 µM; stimulated with dexamethasone, 1 µM; hits give low values; z-score, hits read low; 220,000 compounds, 0.47% hits; AID 1381;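 active means plate z-score of nuclear minus cytoplasmic receptor signal below a set negative limit, without overly bright fluorescence or cell loss, cut at about -3.5 in these data, passing the limit was not always enough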;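 further: z-score of nuclear minus cytoplasmic ring GR-EGFP intensity difference per well; some compounds called inactive have numbers as strong as hits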
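medium = tetracycline-free induction medium containing charcoal-stripped FBS | probe or stimulus = dexamethasone, 1.0 µM final | timing = 48 h induction, then 1 h compound, then 30 min agonist, 37 °C | detection = automated 10x imaging of fixed Hoechst-stained cells | read-out basis = nuclear versus cytoplasmic GR-EGFP signal, averaged per well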
MT stabilize HCS: microtubule stabilizers in HeLa cells | HeLa tubulin immunostaining HCS, 24 h; share of cells brighter than vehicle mean+2SD | % tubulin-high responders, % at 10 µM | 200,000 compounds, 0.83% hits | AID 2205;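 active means plate Z-score above 3 for both tubulin-high and condensed-nucleus cell shares, with cell loss under 80%, at 10 µM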;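 further: anti alpha tubulin signal scored within the nucleus-defined area of each cell; some results filed as inactive read as strong as hits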
Autophagy mod: modulators of autophagy. 190,000 compounds, 0.98% hits. MEF GFP-LC3 puncta imaging; test concentration mostly 10 µM. AID 463193. calls only at 10 µM (by protocol);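 active means percentage of spot-positive cells more than 3 SD above its plate mean, without a fluorescence outlier flag or 80% toxicity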;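 further: spot-positive cell cutoff set from DMSO-treated cells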
WT yeast gro inh: growth inhibition of WT yeast, mitochondrial fusion screen; mitochondrial fusion phenotypic screen, WT strain; inhibition, % at 10 µM; 190,000 compounds, 2.1% hits; AID 1362; in the data active means inhibition above about 58%; tested in S. cerevisiae
P. falciparum M17LAP: P. falciparum M17LAP inhibitors, primary screen, biochemical, fluorogenic H-Leu-NHMec substrate, 1536-well (AID 1619) | recombinant M17LAP, H-Leu-NHMec fluorogenic kinetic assay; higher % means a stronger effect | one-dose inhibition, % at 30 µM; IC50 in µM for titrated hits | 220,000 compounds, 0.38% hits;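 active means compound inhibiting the enzyme by more than half at any dose during confirmatory dose-response retesting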;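 further: plate controls were full reaction with DMSO carrier for no effect and no enzyme background for full effect; strong numbers were not always called active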
Yfh1-depleted yeast: mitochondrial function rescue without frataxin homolog – Friedreich's ataxia, plus single-dose screen, dose response (AID 1465); S. cerevisiae Yfh1-off respiration, WST-1 reduction, 72 h; higher fold induction means a stronger effect; fold induction at 50 µM; hits with a dose series show EC50 in µM; 220,000 compounds, 0.074% hits;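 active means fold induction of absorbance versus untreated yeast above a set limit, then at least 30% activation at any dose in follow-up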;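 further: activators that raise dye reduction in frataxin-depleted yeast; strong numbers were not always called active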
WT yeast gro inh mutant strain: further read-out of WT yeast gro inh, marked with its call; inhibition, %; mitochondrial fusion phenotypic screen, mutant strain inhibition
Dynein cargo inh cytoplasmic EGFP: recorded beside Dynein cargo inh, whose call it bears; z-score; measured here: cytoplasmic GR-EGFP intensity; hits give high values
Dynein cargo inh nuclear GR-EGFP: recorded beside Dynein cargo inh, whose call it bears; z-score; measured here: nuclear GR-EGFP intensity;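 lower value marks the stronger effect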
Dynein cargo inh cell count: recorded beside Dynein cargo inh, whose call it bears; z-score; measured here: cell count per field
bCat nuc transl cell count 5 µM: further read-out of bCat nuc transl, marked with its call; cell count; measured here: cell count, cytotoxicity flag
T cell HTS vesicle-bound %: also measured in T cell HTS; calls as there; double positive events, %; measured here: CD8+ vesicle-bound cell fraction;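 binding gate set so that unloaded-vesicle control wells show 10% double positive cells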
MT stabilize HCS Hoechst-high %: second read-out of MT stabilize HCS, no call of its own (marks repeat the call); % Hoechst-high responders; measured here: nuclear condensation Hoechst responders;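 share of cells brighter than vehicle mean plus two SD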
MT stabilize HCS cytotoxicity %: further read-out of MT stabilize HCS, marked with its call; toxicity, %; measured here: cytotoxicity by cell density;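 0% = mean cell density of plate MIN control wells and 100% = no cells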
Autophagy mod cell loss 18 h: further read-out of Autophagy mod, marked with its call; toxicity, %; measured here: cell loss, nuclei count;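 cell loss after 18 h compound exposure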
Active calls of the source: *; i = inactive; . = no result given.

The first five entries, to show the layout:
SMILES	T cell HTS	T cell HTS vesicle-bound %	bCat nuc transl	bCat nuc transl cell count 5 µM	P. falciparum M1AAP	Dynein cargo inh	Dynein cargo inh cytoplasmic EGFP	Dynein cargo inh nuclear GR-EGFP	Dynein cargo inh cell count	MT stabilize HCS	MT stabilize HCS Hoechst-high %	MT stabilize HCS cytotoxicity %	Autophagy mod	Autophagy mod cell loss 18 h	WT yeast gro inh	WT yeast gro inh mutant strain	P. falciparum M17LAP	Yfh1-depleted yeast
C=CCNc1nc(Nc2ccccc2F)nc(OCC)n1	i	59.1	-0.3	1111	0.3%	-0.471	-0.328	-0.179	0.28	1.5	2.4	5.1	i	-32.8	7.5	12.3	8.9%	i
COc1cccc(C2=CC(c3cccc(OC)c3OC(F)F)n3nnnc3N2)c1 (stereo unspecified)	i	6.8	-0.3	1077	7.5%	-0.524	-0.231	0.265	0.471	3.9	2.6	2.0	i	1.6	8.5	-1.7	-62.0%	i
COc1ccc2c(CC#N)c[nH]c2c1	i	36.1	-2.6	1126	3.8%	-0.465	-0.281	0.36	0.502	2.8	2.1	10.0	i	6.2	0.8	20.4	8.8%	.
O=c1c2[nH]c3ccccc3c2ncn1Cc1ccncc1	i	58.7	2.2	1153	6.4%	0.333	-0.21	0.172	0.554	1.6	1.6	4.1	i	-0.2	4.7	11.3	-1.4%	i
COc1cccc(OC)c1C(=O)Nc1ccc(C)cc1C(=O)c1ccccc1	i	52.6	-1.9	1084	12.4%	0.335	-0.0542	0.377	-0.537	5.0	1.6	11.1	i	15.1	4.9	-1.1	2.9%	i

Results, repeating the preview:
SMILES	T cell HTS	T cell HTS vesicle-bound %	bCat nuc transl	bCat nuc transl cell count 5 µM	P. falciparum M1AAP	Dynein cargo inh	Dynein cargo inh cytoplasmic EGFP	Dynein cargo inh nuclear GR-EGFP	Dynein cargo inh cell count	MT stabilize HCS	MT stabilize HCS Hoechst-high %	MT stabilize HCS cytotoxicity %	Autophagy mod	Autophagy mod cell loss 18 h	WT yeast gro inh	WT yeast gro inh mutant strain	P. falciparum M17LAP	Yfh1-depleted yeast
C=CCNc1nc(Nc2ccccc2F)nc(OCC)n1	i	59.1	-0.3	1111	0.3%	-0.471	-0.328	-0.179	0.28	1.5	2.4	5.1	i	-32.8	7.5	12.3	8.9%	i
COc1cccc(C2=CC(c3cccc(OC)c3OC(F)F)n3nnnc3N2)c1 (stereo unspecified)	i	6.8	-0.3	1077	7.5%	-0.524	-0.231	0.265	0.471	3.9	2.6	2.0	i	1.6	8.5	-1.7	-62.0%	i
COc1ccc2c(CC#N)c[nH]c2c1	i	36.1	-2.6	1126	3.8%	-0.465	-0.281	0.36	0.502	2.8	2.1	10.0	i	6.2	0.8	20.4	8.8%	.
O=c1c2[nH]c3ccccc3c2ncn1Cc1ccncc1	i	58.7	2.2	1153	6.4%	0.333	-0.21	0.172	0.554	1.6	1.6	4.1	i	-0.2	4.7	11.3	-1.4%	i
COc1cccc(OC)c1C(=O)Nc1ccc(C)cc1C(=O)c1ccccc1	i	52.6	-1.9	1084	12.4%	0.335	-0.0542	0.377	-0.537	5.0	1.6	11.1	i	15.1	4.9	-1.1	2.9%	i
CCOC(=O)c1c(/N=C/c2ccc(O)cc2O)sc2c1CCC2	i	23.9	-1.0	1132	10.2%	-0.41	0.45	-0.115	0.53	1.6	1.6	10.0	i	0.4	15.2	15.9	48.0%	i
CN(CCc1ccccn1)C(=O)CCC1CCCN(C(=O)CCOc2ccccc2)C1 (stereo unspecified)	i	34.3	1.2	1058	5.4%	-0.983	-0.237	-0.401	1.32	3.4	1.7	8.8	i	8.5	3.1	1.8	3.8%	i
Cc1cc(C)c(OCCCCN2CCC(C)CC2)c(Br)c1	i	33.8	-1.9	1120	2.6%	-0.267	-0.199	-0.138	0.628	3.2	3.8	8.7	i	14.3	39.4	34.8	-4.3%	i
CCCCOC(=O)Cn1c(=O)c2c(nc3n2CCCCN3c2ccc(C)cc2)n(C)c1=O	i	46.9	0.2	789	1.5%	1.51	-0.065	1.27	-1.2	5.2	3.8	0.7	i	15.9	4.3	3.0	-4.6%	i
CCN1CCN(C(=O)CN(c2ccccc2C)S(C)(=O)=O)CC1	i	12.7	-3.6	1150	5.5%	1.41	-0.27	0.368	-0.215	3.8	2.0	1.1	i	-41.8	-2.3	-8.5	-4.0%	i
Cc1ccc(NC(=O)CSc2nc(N)c3c4c(sc3n2)CSC(C)(C)C4)cc1	i	34.8	-1.1	921	3.5%	-0.921	-0.336	-0.695	0.721	2.3	2.0	6.3	i	-5.1	48.5	18.1	-21.3%	i
CCCCCCCC1CC(=O)C=C(C)C1C(=O)OCC (stereo unspecified)	i	39.7	0.3	1080	-0.6%	0.00152	-0.246	-0.0457	0.569	.	.	.	.	.	.	.	-3.6%	i
Cc1ccc(C2C(C#N)=C(N)Oc3c2sc2ccccc32)o1 (stereo unspecified)	i	57.3	17.4	709	21.0%	-1.77	0.716	-0.684	0.0109	4.1	3.9	10.1	i	-1.9	16.9	14.5	-27.4%	i
COCCSc1nnc(NC(=O)Cc2ccc(OC)cc2)s1	i	45.4	2.7	838	0.2%	-0.682	-0.349	-0.0528	1	6.5	3.7	8.5	i	2.1	-12.7	9.4	-4.2%	i
Nc1nc(NC(=O)/C=C/c2ccccc2)nn1-c1ccccc1	i	49.6	0.6	531	5.7%	0.759	-0.24	0.398	0.134	3.0	2.3	4.8	i	2.0	-14.5	18.9	4.4%	i
Cc1ccc2c(c1)oc(=O)n2CC(=O)c1ccccc1	i	40.8	-0.6	1027	-3.8%	0.519	-0.244	0.104	0.299	.	.	.	.	.	.	.	-6.6%	i
O=C(Nc1cccc(S(=O)(=O)N2CCCCC2)c1)c1ccc([N+](=O)[O-])o1	i	32.9	-2.9	1298	6.9%	-1.78	0.287	-0.488	-0.563	3.1	3.4	4.3	i	5.2	9.3	11.3	-5.7%	i
Cc1cccc(Cc2c(C)nc3nc(SCC(=O)O)nn3c2C)c1	i	33.5	-0.4	1124	3.8%	0.124	-0.234	-0.0225	-0.0348	4.2	2.3	6.2	i	-26.1	3.5	-0.9	5.1%	i
COC(=O)c1c(N2C(=O)[C@H]3[C@@H](C2=O)[C@]2(C(=O)Nc4ccc(C)cc42)N2CCC[C@@H]32)sc(C)c1C	i	2.6	1.3	582	2.5%	0.11	-0.278	0.19	-0.177	1.7	2.0	4.2	i	-37.9	9.9	3.3	-1.6%	i
CCCCCCC(=O)N/N=C/Cc1ccccc1	i	42.8	-1.0	1291	-0.3%	0.283	-0.143	0.719	0.764	3.8	1.9	7.2	i	-18.5	26.0	4.5	4.6%	i
CCOC(=O)NC1(Nc2cccc(Cl)c2)Oc2ccccc2O1	i	40.2	1.7	1159	10.8%	-1.17	-0.214	-0.824	1.04	5.7	2.8	8.1	i	-2.2	-7.8	22.2	13.3%	i
CCCNC(=O)c1cc2c3ccccc3n(C)c2s1	i	29.5	-2.0	1089	3.0%	.	.	.	.	0.5	2.2	10.2	i	4.0	-13.6	-7.1	1.5%	i
CN(C)c1nc(N)nc(N(c2ccccc2)c2ccccc2)n1	i	42.4	-2.2	1109	6.0%	-0.148	-0.137	0.196	0.313	4.2	2.0	2.8	i	-9.6	-1.6	0.3	-2.5%	i
COCCOC(=O)c1c(NC(=O)CNC2CCCc3ccccc32)sc(C(N)=O)c1C (stereo unspecified)	i	13.4	-0.5	1264	5.8%	0.291	-0.291	0.191	0.273	.	.	.	.	.	.	.	1.6%	i
Cc1ccc(NC(=O)C(=O)NCc2ccc(/C=N/NC(=O)c3c(C)nc4ccccn34)o2)cc1	i	12.7	3.2	988	4.6%	-0.664	-0.22	-0.466	0.367	5.2	1.6	8.0	i	10.4	-6.4	-6.0	6.4%	i
c1cncc(C(c2nnnn2C2CCCCC2)N2CCCCC2)c1 (stereo unspecified)	i	44.8	-0.4	988	-1.4%	-1.32	2.74	-0.328	-0.166	0.5	1.3	4.4	i	-1.2	6.8	10.6	-1.4%	i
COC(=O)Cc1c(C(=O)OC)nnn1-c1cccc(C(F)(F)F)c1	i	52.6	-0.9	1116	3.3%	-0.596	-0.163	-0.252	0.771	2.7	2.1	7.1	i	0.1	-10.9	8.9	10.3%	.
COc1cc(S(=O)(=O)N2CCCCC2)ccc1NC=O	i	5.8	-1.3	1180	4.6%	1.7	-0.0927	1.1	-1.11	0.8	0.8	10.5	i	-0.1	-9.6	2.8	-8.7%	.
Cc1nc2ncnn2c(N2CCC(C(=O)NCC3CCCO3)CC2)c1Cc1ccccc1 (stereo unspecified)	i	54.9	.	.	.	2.54	-0.136	1.69	-0.771	2.3	1.9	3.5	i	-7.9	.	.	.	.
